High-throughput results as filed in PubChem.
PfHsp90 set2: growth inhibition of yeast expressing Plasmodium Hsp90; S. cerevisiae expressing PfHsp90, BacTiter-Glo ATP, 48 h; yeast lacking PDR1 and PDR3 efflux regulators; inhibition, % at 9.4 µM; hit rate 0.32% among 310,000;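 active means every replicate shows inhibition above about 80%, whatever the replicate mean, limit read from the data; inconclusive means mean inhibition reaches the set limit but some replicate falls short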;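 further: 0% = DMSO neutral controls and 100% = 20 µM radicicol positive controls; yeast relying on Plasmodium falciparum Hsp90 in place of its own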
SR-BI DiI-HDL act: enhances SR-BI lipid uptake from DiI-HDL | CHO ldlA[mSR-BI] cells, DiI-HDL uptake fluorescence, 3 h; 100 = double the neutral-control signal | activation, % at 12.5 µM | hit rate 0.096% among 320,000 | AID 504775;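 active means mean replicate activation of at least 60% and every replicate at or above 60%; inconclusive means mean or all-replicate condition met, but not both; inactive means mean below 60% and not all replicates reaching 60%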;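 further: 0% = median plate neutral-control signal and 100% = twice that signal; values of inactives mirror those of a sister screen read the other way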
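System: LDL receptor-deficient CHO ldlA cells overexpressing murine SR-BI | Timing: 3 h uptake period with compound, 37 °C | Medium: HEPES-buffered (25 mM, pH 7.4) F12 plus 0.5% BSA | Dosing: Single-point compound dose | Signal: Bottom-read fluorescence, 550/595 nm | Read-out: Retained DiI signal reflecting DiI-HDL uptake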
CAL PDZ FP-1: blocks peptide binding to human CAL PDZ domain; AID 504414; hit rate 0.02% among 330,000; purified CAL PDZ, TMR-peptide fluorescence polarization, 1 h; inhibition, % at 20 µM; Q9HD26;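 active means highest replicate inhibition of at least 40%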;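 further: plate controls were DMSO neutral control wells for no effect and unlabeled competitor peptide control wells for full effect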
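System: purified tagged CAL PDZ domain construct (CerCALP). Schedule: 1 h incubation at room temperature before polarization reading. Medium: 25 mM sodium phosphate pH 7.4, 150 mM NaCl, TCEP, IgG, Thesit. Read-out: percent inhibition from loss of millipolarization. Measured by: FP readout, S and P plane fluorescence. Probe or stimulus: fluorescent TMR peptide probe.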
SR-BI HDL uptake: mouse SR-BI HDL lipid transfer inhibition. Q61009. hit rate 0.96% among 320,000. inhibition, % at 12.5 µM. AID 488896. ldlA[mSR-BI] CHO cells, DiI-HDL uptake fluorescence, 3 h;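 active means mean replicate inhibition of at least 70% and a set share of replicates each scoring 70 or more; inconclusive means meets just one of the two criteria; inactive means fails both criteria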;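 further: 0% = median of neutral control wells and 100% = median of positive control wells; values of inactives mirror those of a sister screen read the other way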
Rtt109 Vps75: C. albicans Rtt109 histone acetyltransferase inhibition; purified Rtt109/Vps75, ThioGlo CoA-SH fluorescence, 4 h; inhibition, % at 34.9 µM; hit rate 0.16% among 330,000;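 active means inhibition of at least 50% in every replicate; inconclusive means best replicate reaches 50% inhibition but some replicates fall short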
MITF TRPM1 HTS: activators of MITF-driven TRPM1 promoter activity in SK-MEL-5 cells. SK-MEL-5 TRPM1-promoter luciferase, 24 h; % of positive control, neutral wells = 0. activation, % at 12.5 µM. hit rate 0.75% among 300,000;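 active means mean activation of at least 80% with every replicate also reaching 80%; inconclusive means mean reaches 80% but some replicate falls short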;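 further: 0% = neutral control wells and 100% = parthenolide positive control wells; values of inactives mirror those of a sister screen read the other way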
NSD2 inh: inhibitors of human histone methyltransferase NSD2. hit rate 0.54% among 310,000. O96028. NSD2 peptide methylation, AlphaScreen, 120 min. inhibition, % at 12.5 µM. AID 743445; in the data active means inhibition above about 50%
Target sequence (O96028 whole entry, looked up): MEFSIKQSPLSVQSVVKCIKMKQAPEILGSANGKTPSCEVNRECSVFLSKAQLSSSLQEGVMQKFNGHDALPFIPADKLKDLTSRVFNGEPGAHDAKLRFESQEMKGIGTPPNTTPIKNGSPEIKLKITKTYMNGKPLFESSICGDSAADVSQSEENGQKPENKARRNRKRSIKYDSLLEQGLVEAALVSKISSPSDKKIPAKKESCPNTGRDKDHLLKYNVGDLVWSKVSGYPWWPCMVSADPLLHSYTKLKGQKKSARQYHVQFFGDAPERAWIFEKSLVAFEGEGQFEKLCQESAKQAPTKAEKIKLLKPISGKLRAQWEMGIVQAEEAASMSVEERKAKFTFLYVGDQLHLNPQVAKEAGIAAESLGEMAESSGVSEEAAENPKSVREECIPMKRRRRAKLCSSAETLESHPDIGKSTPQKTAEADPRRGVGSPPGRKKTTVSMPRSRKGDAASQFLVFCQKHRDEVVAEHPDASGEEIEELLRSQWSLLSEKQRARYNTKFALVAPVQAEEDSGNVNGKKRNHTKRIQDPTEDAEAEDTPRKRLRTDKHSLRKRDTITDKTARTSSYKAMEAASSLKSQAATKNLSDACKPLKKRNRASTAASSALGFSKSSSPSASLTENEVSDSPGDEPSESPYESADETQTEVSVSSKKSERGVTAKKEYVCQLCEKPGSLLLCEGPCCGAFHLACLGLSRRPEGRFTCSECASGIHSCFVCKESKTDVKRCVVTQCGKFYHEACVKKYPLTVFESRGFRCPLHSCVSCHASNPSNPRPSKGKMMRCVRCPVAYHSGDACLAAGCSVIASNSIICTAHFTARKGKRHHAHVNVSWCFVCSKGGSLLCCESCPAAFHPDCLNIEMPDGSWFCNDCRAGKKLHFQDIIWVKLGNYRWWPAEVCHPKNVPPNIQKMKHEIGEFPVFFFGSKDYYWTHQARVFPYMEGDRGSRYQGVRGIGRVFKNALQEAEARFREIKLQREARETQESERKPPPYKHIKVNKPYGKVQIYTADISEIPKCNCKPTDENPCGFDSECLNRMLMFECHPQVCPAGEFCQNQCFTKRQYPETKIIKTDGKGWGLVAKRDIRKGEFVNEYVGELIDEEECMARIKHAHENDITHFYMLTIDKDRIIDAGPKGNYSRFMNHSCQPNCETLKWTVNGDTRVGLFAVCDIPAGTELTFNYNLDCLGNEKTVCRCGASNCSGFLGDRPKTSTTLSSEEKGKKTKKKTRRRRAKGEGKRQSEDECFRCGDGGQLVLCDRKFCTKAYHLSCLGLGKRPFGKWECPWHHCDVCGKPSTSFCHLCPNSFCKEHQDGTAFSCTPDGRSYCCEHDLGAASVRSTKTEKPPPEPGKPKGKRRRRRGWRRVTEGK
CAL PDZ FP-2: CAL PDZ (human) peptide binding inhibition | purified CAL PDZ, TMR-peptide fluorescence polarization, 1 h | AID 602252 | inhibition, % at 24.9 µM | hit rate 0.92% among 300,000;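 active means mean inhibition of at least 30% with at least half of replicates also reaching 30%; inconclusive means no clear call, values can overlap the other calls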;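 further: 0% = DMSO neutral control and 100% = excess unlabeled competitor peptide PRC23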
PvdQ acylase: P. aeruginosa PvdQ acylase inhibition. hit rate 0.063% among 340,000. inhibition, % at 10 µM. AID 488965. purified PvdQ acylase, fluorescence plate reader; in the data active means inhibition above about 30%, passing the limit was not always enough; inconclusive means no clear call, values can overlap the other calls;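 further: 0% = vehicle neutral wells and 100% = reference inhibitor wells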
dFosB activator: activators of mouse delta FosB homodimer | activation, % at 25 µM | purified delta FosB, TAMRA-CDK5 oligo fluorescence polarization; percent of positive-control signal above neutral wells | hit rate 0.99% among 340,000;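 active means mean activation above about 17%, with every replicate also reaching it, limit read from the data, passing the limit was not always enough; inconclusive means only one of the two conditions met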;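 further: fluorescence polarization rise as delta FosB binds a TAMRA Cdk5 AP-1 oligo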
* = called active by the depositor.

`Cc1c(C(=O)Nc2ccc3c(c2)CCC3)cccc1[N+](=O)[O-]` gave PfHsp90 set2 -15.1, SR-BI DiI-HDL act -4.6, CAL PDZ FP-1 -0.2, SR-BI HDL uptake 4.6, Rtt109 Vps75 -0.2, MITF TRPM1 HTS 92.3*, NSD2 inh -1.0, PvdQ acylase -11.1 and dFosB activator -0.4.
Clc1ccc(-c2nc3nc4ccccc4nc3n2Cc2ccco2)cc1 was read as PfHsp90 set2 5.9, SR-BI DiI-HDL act -19.6, SR-BI HDL uptake 19.6, Rtt109 Vps75 -15.4, MITF TRPM1 HTS 27.8, NSD2 inh 2.7, CAL PDZ FP-2 -8.5, PvdQ acylase -6.3 and dFosB activator 2.2.
`Cc1cccc(NC(=O)NC2CC(=O)N(c3ccc4c(c3)OCCO4)C2)n1` (stereo unspecified) gave PfHsp90 set2 -3.8, SR-BI DiI-HDL act -7.6, CAL PDZ FP-1 -1.3, SR-BI HDL uptake 7.6, Rtt109 Vps75 15.0, MITF TRPM1 HTS 9.7, NSD2 inh 1.6, CAL PDZ FP-2 -3.1, PvdQ acylase 2.9 and dFosB activator -0.4.
For CC(C)Oc1ccc(CC(=O)NNC(=S)Nc2ccccc2)cc1 the results were PfHsp90 set2 -29.7, CAL PDZ FP-1 -0.8, Rtt109 Vps75 4.6, MITF TRPM1 HTS -6.4, NSD2 inh -10.2, CAL PDZ FP-2 -2.2, PvdQ acylase -11.8 and dFosB activator -6.4.
Cc1csc(NC(C)c2nc3cc(Cl)c(Cl)cc3n2CCCO)n1 (stereo unspecified) was read as PfHsp90 set2 -18.4, SR-BI DiI-HDL act -1.8, CAL PDZ FP-1 0.4, SR-BI HDL uptake 1.8, Rtt109 Vps75 13.0, MITF TRPM1 HTS 6.2, CAL PDZ FP-2 -2.3, PvdQ acylase 0.5 and dFosB activator -3.9.
O=C(Cn1ncc2c3ccccc3n(Cc3ccccc3)c2c1=O)NCCN1CCOCC1 was read as PfHsp90 set2 21.3, SR-BI DiI-HDL act -6.0, CAL PDZ FP-1 -3.0, SR-BI HDL uptake 6.0, Rtt109 Vps75 2.9, MITF TRPM1 HTS 4.1, NSD2 inh -4.8, CAL PDZ FP-2 1.6, PvdQ acylase -6.2 and dFosB activator -12.7.
O=C(Cn1cnc2c(nnn2Cc2ccc(F)cc2)c1=O)NC1CCCC1 was read as PfHsp90 set2 2.9, SR-BI DiI-HDL act 28.8, CAL PDZ FP-1 0.0, SR-BI HDL uptake -28.8, Rtt109 Vps75 10.7, MITF TRPM1 HTS -15.2, NSD2 inh -2.7, CAL PDZ FP-2 1.8, PvdQ acylase 1.9 and dFosB activator inconclusive.
`CCCCSc1nc2c(c(=O)[nH]1)CCC2` gave PfHsp90 set2 14.9, SR-BI DiI-HDL act 11.8, CAL PDZ FP-1 -1.3, SR-BI HDL uptake -11.8, Rtt109 Vps75 -7.3, MITF TRPM1 HTS -12.1, NSD2 inh -1.1, CAL PDZ FP-2 0.9, PvdQ acylase -7.3 and dFosB activator -5.0.
CCCS(=O)(=O)N1CCCC(C(=O)Oc2ccccc2Cl)C1 (stereo unspecified) was read as PfHsp90 set2 -4.3, SR-BI DiI-HDL act 1.7, CAL PDZ FP-1 -0.7, SR-BI HDL uptake -1.7, Rtt109 Vps75 -6.1, NSD2 inh 1.2, CAL PDZ FP-2 -3.1, PvdQ acylase 5.7 and dFosB activator -1.3.
`N#Cc1c(NC(=O)c2ccccc2Cl)n(Cc2ccccc2)c2nc3ccccc3nc12` gave PfHsp90 set2 10.9, SR-BI DiI-HDL act -32.6, CAL PDZ FP-1 -1.7, SR-BI HDL uptake 32.6, Rtt109 Vps75 0.7, MITF TRPM1 HTS -7.4, NSD2 inh 98.2*, CAL PDZ FP-2 -3.5, PvdQ acylase -1.8 and dFosB activator -13.2.
Screening OCCN1CCN(c2nc(-c3ccccc3)nc3c2oc2ccccc23)CC1 returned PfHsp90 set2 20.1, SR-BI DiI-HDL act -14.7, CAL PDZ FP-1 -5.3, SR-BI HDL uptake 14.7, Rtt109 Vps75 -1.0, MITF TRPM1 HTS 9.2, NSD2 inh -4.8, CAL PDZ FP-2 0.3, PvdQ acylase 3.8 and dFosB activator 0.6.
Screening CCOc1ccc(S(=O)(=O)Nc2cnc3ccccc3c2)cc1 returned PfHsp90 set2 -21.3, CAL PDZ FP-1 -0.3, Rtt109 Vps75 1.9, MITF TRPM1 HTS -4.7, NSD2 inh -4.5, PvdQ acylase -7.4 and dFosB activator -13.3.
`CN(C)c1nc(SCc2ccc(Cl)cc2)nc2c1CCCC2` gave PfHsp90 set2 -31.2, SR-BI DiI-HDL act -47.0, SR-BI HDL uptake 47.0, Rtt109 Vps75 5.6, MITF TRPM1 HTS 11.1, NSD2 inh -3.5, CAL PDZ FP-2 -6.3, PvdQ acylase -0.8 and dFosB activator -4.0.
Screening COc1ccccc1CNC(=O)COC(=O)CSc1ccc(Cl)cc1 returned PfHsp90 set2 -2.9, SR-BI DiI-HDL act 0.5, CAL PDZ FP-1 -2.0, SR-BI HDL uptake -0.5, Rtt109 Vps75 -1.4, MITF TRPM1 HTS -12.7, NSD2 inh -1.9, CAL PDZ FP-2 -0.5, PvdQ acylase 13.4 and dFosB activator -11.1.
For Cc1ccc(-c2nn(-c3ccccc3)cc2CN(Cc2ccccc2)C(=O)c2ccco2)o1 the results were PfHsp90 set2 -5.3, SR-BI DiI-HDL act -5.2, CAL PDZ FP-1 -0.5, SR-BI HDL uptake 5.2, Rtt109 Vps75 5.8, NSD2 inh 1.6, CAL PDZ FP-2 -6.3, PvdQ acylase 2.4 and dFosB activator -4.0.
Screening CCn1nnnc1SCC(=O)Nc1ccc(OCc2ccccc2)cc1 returned PfHsp90 set2 -6.3, SR-BI DiI-HDL act 6.6, CAL PDZ FP-1 0.2, SR-BI HDL uptake -6.6, Rtt109 Vps75 4.4, MITF TRPM1 HTS 7.3, NSD2 inh 0.5, CAL PDZ FP-2 -3.4, PvdQ acylase -12.1 and dFosB activator -7.0.
`COc1ccc(CNC(=O)COC(=O)c2c(C)nn(-c3ccccc3)c2C)cc1OC` gave PfHsp90 set2 -1.6, SR-BI DiI-HDL act -14.8, CAL PDZ FP-1 -4.3, SR-BI HDL uptake 14.8, Rtt109 Vps75 1.7, MITF TRPM1 HTS -3.0, NSD2 inh 0.8, CAL PDZ FP-2 -2.2, PvdQ acylase -15.9 and dFosB activator -4.8.
For COc1ccc(OC)c2sc(N(CCN(C)C)C(=O)/C=C/c3cccs3)nc12 the results were PfHsp90 set2 9.7, SR-BI DiI-HDL act -5.8, CAL PDZ FP-1 -1.3, SR-BI HDL uptake 5.8, Rtt109 Vps75 -9.6, MITF TRPM1 HTS -66.2, NSD2 inh -5.1, CAL PDZ FP-2 -2.6, PvdQ acylase -8.9 and dFosB activator 40.0*.
`CN1CCc2nc(SCC(=O)Nc3ccc(OC(F)(F)F)cc3)c(C#N)c(-c3cccs3)c2C1` gave PfHsp90 set2 14.8, SR-BI DiI-HDL act -4.3, CAL PDZ FP-1 -1.5, SR-BI HDL uptake 4.3, Rtt109 Vps75 9.2, MITF TRPM1 HTS 11.2, NSD2 inh 25.3, CAL PDZ FP-2 -3.3, PvdQ acylase -13.6 and dFosB activator -3.7.
For O=C(NC(Cc1ccccc1)C(=O)NCCc1ccccn1)c1cccs1 (stereo unspecified) the results were PfHsp90 set2 6.8, SR-BI DiI-HDL act 26.6, CAL PDZ FP-1 -1.2, SR-BI HDL uptake -26.6, Rtt109 Vps75 -8.0, MITF TRPM1 HTS 0.7, NSD2 inh -3.4, CAL PDZ FP-2 1.0, PvdQ acylase 9.6 and dFosB activator -4.2.
`C(=N\N1CCN(C2c3ccccc3-c3ccccc32)CC1)/c1cccnc1` gave PfHsp90 set2 11.7, SR-BI DiI-HDL act -58.6, CAL PDZ FP-1 0.3, SR-BI HDL uptake 58.6, Rtt109 Vps75 11.7, MITF TRPM1 HTS 3.2, NSD2 inh -0.5, CAL PDZ FP-2 1.8, PvdQ acylase -4.5 and dFosB activator -4.6.
For Nc1ccc(S(=O)(=O)C(F)(F)F)cc1N the results were PfHsp90 set2 10.4, SR-BI DiI-HDL act 2.8, CAL PDZ FP-1 0.4, SR-BI HDL uptake -2.8, Rtt109 Vps75 12.9, MITF TRPM1 HTS -10.4, NSD2 inh -2.1, PvdQ acylase 2.5 and dFosB activator -7.0.
COC(=O)[C@@]12CCCN1[C@H](c1ccc(-c3ccccc3)cc1)[C@@H]1C(=O)N(C)C(=O)[C@@H]12 was read as PfHsp90 set2 -10.5, SR-BI DiI-HDL act -15.4, CAL PDZ FP-1 0.6, SR-BI HDL uptake 15.4, Rtt109 Vps75 1.8, MITF TRPM1 HTS 11.4, CAL PDZ FP-2 1.7, PvdQ acylase 0.8 and dFosB activator -0.8.
Screening Cc1cn(-c2ccc(Br)cc2)[nH]c1=O returned PfHsp90 set2 13.7, SR-BI DiI-HDL act 37.6, CAL PDZ FP-1 -0.2, SR-BI HDL uptake -37.6, Rtt109 Vps75 7.1, MITF TRPM1 HTS 23.3, NSD2 inh 22.9, CAL PDZ FP-2 5.5, PvdQ acylase 7.7 and dFosB activator 14.6.
Screening COc1cc(C)nc(Oc2ccc(OCc3ccccc3)nn2)n1 returned PfHsp90 set2 10.6, SR-BI DiI-HDL act -2.4, CAL PDZ FP-1 -1.4, SR-BI HDL uptake 2.4, Rtt109 Vps75 -3.4, MITF TRPM1 HTS -7.7, NSD2 inh 1.8, CAL PDZ FP-2 -3.9, PvdQ acylase -10.2 and dFosB activator 2.8.
`COc1ccc(NC(=O)COC(=O)C2=COCCO2)cc1OC` gave PfHsp90 set2 -11.8, SR-BI DiI-HDL act 7.3, CAL PDZ FP-1 -2.1, SR-BI HDL uptake -7.3, Rtt109 Vps75 0.6, MITF TRPM1 HTS 9.7, NSD2 inh -1.8, CAL PDZ FP-2 -6.3, PvdQ acylase -12.7 and dFosB activator 2.8.
Screening Cc1cccc(NC(=O)CSCC(=O)Nc2ccc(S(=O)(=O)N3CCOCC3)cc2)c1 returned PfHsp90 set2 16.6, SR-BI DiI-HDL act 8.7, CAL PDZ FP-1 -2.9, SR-BI HDL uptake -8.7, Rtt109 Vps75 5.1, MITF TRPM1 HTS 7.2, NSD2 inh 2.1, CAL PDZ FP-2 -1.7, PvdQ acylase -6.3 and dFosB activator -3.2.
Screening CCOC(=O)C1CCN(C(=O)C2c3ccccc3C(=O)N(C)C2c2ccc(OC)cc2)CC1 (stereo unspecified) returned SR-BI DiI-HDL act 5.0, CAL PDZ FP-1 -1.2, SR-BI HDL uptake -5.0, Rtt109 Vps75 4.4, NSD2 inh -1.7, CAL PDZ FP-2 -4.2, PvdQ acylase -11.2 and dFosB activator 2.3.
